hcDAF12 agonist: activates DAF-12 receptor from parasite H. contortus | HEK293 hcDAF-12 lit1-tk-luc reporter, luminescence; 0% DMSO, 100% Δ7-dafachronic acid | hit rate 1.4% among 370,000 | AID 652067 | activation, % at 6.8 µM;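 active means activation above the mean of all tested compounds plus 3 SD, cut at about 5.5% in these data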;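 further: 100% = response to 3 µM Δ7-dafachronic acid high control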
ADAM10 inh: ADAM10 inhibition, QFRET primary screen | O14672 | hit rate 0.62% among 370,000 | recombinant ADAM10, EDANS/DABCYL FRET peptide cleavage, 3 h | inhibition, % at 7 µM | AID 720582;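 active means inhibition above a per-campaign cutoff equal to the mean of compounds falling between control-based bounds plus 3 SD, cut at about 20% in these data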;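 further: 0% = DMSO wells while the 100% control is not disclosed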
SMARCA2 activ: SMARCA2 function activation, primary screen; MG213 cells, MMTV-luciferase reporter, dexamethasone, overnight; activation, % at 9.1 µM; hit rate 1% among 370,000; AID 652017; in the data active means activation above about 7.8%;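 further: 0% = vehicle wells and 100% = reference activator wells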
DAX1 inh-1: NR0B1 (DAX1) inhibition; P51843; HEK293 Gal4-DAX1 luciferase reporter, luminescence; inhibition, % at 6.75 µM; hit rate 0.99% among 340,000; AID 504766;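 active means inhibition above the mean over all tested compounds plus 3 SD, cut at about 4.2% in these data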;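 further: 0% = DAX1-transfected cells with DMSO and 100% = empty-vector control cells with DMSO; inhibition shows as a rise in luminescence from relieved DAX1 repression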
Target sequence (P51843 207-470 limits assumed): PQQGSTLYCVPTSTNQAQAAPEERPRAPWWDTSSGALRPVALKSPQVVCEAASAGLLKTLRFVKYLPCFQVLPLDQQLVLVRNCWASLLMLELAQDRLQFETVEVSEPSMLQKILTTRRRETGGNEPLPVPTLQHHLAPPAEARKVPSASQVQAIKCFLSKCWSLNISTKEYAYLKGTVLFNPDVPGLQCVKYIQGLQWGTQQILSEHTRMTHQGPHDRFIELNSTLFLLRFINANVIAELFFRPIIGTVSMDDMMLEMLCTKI
hgDAF12 agonist: hgDAF-12 agonism, primary luciferase screen | HEK293 GAL4-hgDAF12 UAS-luciferase reporter, agonist luminescence; normalized to butyrate control | activation, % at 6.8 µM | hit rate 1.8% among 370,000 | AID 687014;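 active means activation above a cutoff set at the mean of all screened compounds plus 3 SD, cut at about 10% in these data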;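 further: 0% = DMSO wells and 100% = sodium butyrate wells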
DAX1 inh-2: blocks DAX1 repression of SF-1 activated StAR promoter. HEK293T StAR-luciferase reporter, SF-1/DAX-1 repression relief. hit rate 1.1% among 370,000. AID 652010. inhibition, % at 6.8 µM;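 active means inhibition above the mean over all tested compounds plus 3 SD, cut at about 3.6% in these data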;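 further: 0% = DAX-1 cells with DMSO and 100% = cells lacking DAX-1 with DMSO; higher inhibition means more luminescence from relief of DAX-1 repression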
ssDAF12 agonist: activates DAF-12 receptor from parasite S. stercoralis; hit rate 1% among 370,000; HEK293 ssDAF-12/GRIP1 lit1-tk-luc reporter, luminescence; % of 3 µM dafachronic acid response; AID 652126; activation, % at 6.8 µM;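 active means activation above the mean over all tested compounds plus 3 SD, cut at about 0.9% in these data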;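 further: 0% = DMSO-only wells and 100% = 3 µM delta7-dafachronic acid wells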
GAA850 FXN act: increases GAA850 frataxin promoter reporter activity; HEK293 lucGAA850 FXN promoter luciferase reporter, 24 h; percent of 10 µM SAHA response; activation, % at 6 µM; hit rate 0.56% among 360,000; AID 540364;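 active means activation above the average of all compounds screened plus 3 SD, cutoff fixed separately per campaign, cut at about 7.5% in these data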;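 further: 0% = DMSO wells and 100% = 10 µM SAHA wells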
NPR1 activator: GC-A (human) enzyme activation; hit rate 0.14% among 370,000; P16066; activation, % at 10 µM; HEK293 GC-A cells, cGMP TR-FRET, EC30 ANP; 0% at EC30 ANP, 100% saturating ANP; AID 1671463; in the data active means activation above about 40%
PG9 binder: binds the HIV-1 gp120 antibody PG9; TR-FRET gp120-PG9 antibody binding; hit rate 0.43% among 360,000; inhibition, % at 6.7 µM; AID 624416; in the data active means inhibition above about 8.5%
ADAM17 inh: inhibitors of human ADAM17. hit rate 0.83% among 370,000. recombinant ADAM17, EDANS/DABCYL FRET peptide cleavage. inhibition, % at 6.95 µM;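 active means inhibition above the mean of compounds lying between control limits plus 3 SD, set per campaign, cut at about 8.5% in these data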;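 further: 0% = DMSO-only wells as the low control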
Target sequence (P78536 215-824 limits assumed): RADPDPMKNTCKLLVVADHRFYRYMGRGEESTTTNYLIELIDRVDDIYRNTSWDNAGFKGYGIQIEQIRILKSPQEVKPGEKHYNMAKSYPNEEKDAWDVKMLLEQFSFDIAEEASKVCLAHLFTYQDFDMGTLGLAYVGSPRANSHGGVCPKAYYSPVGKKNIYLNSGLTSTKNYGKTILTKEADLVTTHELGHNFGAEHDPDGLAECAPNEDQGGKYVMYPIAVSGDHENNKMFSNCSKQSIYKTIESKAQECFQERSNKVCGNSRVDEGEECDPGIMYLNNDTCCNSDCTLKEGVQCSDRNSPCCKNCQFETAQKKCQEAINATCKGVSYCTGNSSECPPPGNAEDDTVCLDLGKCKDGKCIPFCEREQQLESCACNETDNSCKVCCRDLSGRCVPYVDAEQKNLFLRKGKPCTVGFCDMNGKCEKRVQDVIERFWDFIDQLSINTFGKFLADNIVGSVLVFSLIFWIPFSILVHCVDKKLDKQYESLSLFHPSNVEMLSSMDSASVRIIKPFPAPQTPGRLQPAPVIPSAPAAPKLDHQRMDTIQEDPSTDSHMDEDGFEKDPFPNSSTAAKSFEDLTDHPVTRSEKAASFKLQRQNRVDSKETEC
The depositor's hits bear a star.

Results for Cc1noc(NS(=O)(=O)c2ccc(NS(=O)(=O)c3ccc(C(C)(C)C)cc3)cc2)c1C ?
hcDAF12 agonist: -2.0; ADAM10 inh: -7; SMARCA2 activ: -6; DAX1 inh-1: 1.7; hgDAF12 agonist: 0.4; DAX1 inh-2: 0.4; ssDAF12 agonist: -0.8; GAA850 FXN act: -2.9; NPR1 activator: -2; PG9 binder: 1.9; ADAM17 inh: -8

Results for CCn1nccc1C(=O)Nc1nc2ccccc2n1CCN1CCCCC1 ?
hcDAF12 agonist: 0.5; ADAM10 inh: -10; SMARCA2 activ: -2; DAX1 inh-1: -1.3; hgDAF12 agonist: 0.7; DAX1 inh-2: -1.0; ssDAF12 agonist: -1.4; GAA850 FXN act: 0.0; NPR1 activator: -1; PG9 binder: -0.6; ADAM17 inh: -8

What do the screens show for `CCN1C(=O)c2ccccc2S(=O)c2ccc(C(=O)NCc3ccc(OC)cc3)cc21` (stereo not given)?
hcDAF12 agonist: -2.1; ADAM10 inh: 5; SMARCA2 activ: -5; DAX1 inh-1: 1.2; hgDAF12 agonist: -0.7; DAX1 inh-2: 0.0; ssDAF12 agonist: -1.1; GAA850 FXN act: 0.8; NPR1 activator: -8; PG9 binder: -1.8; ADAM17 inh: 0

How did COCCN(C(=O)c1ccc(-c2ccc(Cl)cc2)o1)c1c(N)n(CC(C)C)c(=O)[nH]c1=O do in these assays?
hcDAF12 agonist: 0.8; ADAM10 inh: -28; SMARCA2 activ: -2; DAX1 inh-1: 0.3; hgDAF12 agonist: -2.3; DAX1 inh-2: -0.4; ssDAF12 agonist: -0.9; GAA850 FXN act: 1.0; NPR1 activator: -2; PG9 binder: -0.3; ADAM17 inh: -14

What do the screens show for `c1ccc(N2OCC3Cn4c(nc5ccccc54)C32)cc1` (stereo not given)?
hcDAF12 agonist: 3.9; ADAM10 inh: -26; SMARCA2 activ: 2; DAX1 inh-1: 0.5; hgDAF12 agonist: 3.5; DAX1 inh-2: -0.3; ssDAF12 agonist: 0.4; GAA850 FXN act: 1.0; NPR1 activator: 3; PG9 binder: -1.1; ADAM17 inh: -13

How did CC(=O)c1cccc(NC(=O)C2CCN(S(C)(=O)=O)CC2)c1 do in these assays?
hcDAF12 agonist: -1.3; ADAM10 inh: 0; SMARCA2 activ: -6; DAX1 inh-1: 1.4; hgDAF12 agonist: -1.9; DAX1 inh-2: 0.2; ssDAF12 agonist: -1.9; GAA850 FXN act: -0.2; NPR1 activator: -4; PG9 binder: -0.1; ADAM17 inh: 5

Results for COCc1ccc(CN2CCCC(CCC(=O)NCc3cccc(OC)c3)C2)o1 (stereo not given) ?
hcDAF12 agonist: -1.1; ADAM10 inh: -2; SMARCA2 activ: -5; DAX1 inh-1: 1.3; hgDAF12 agonist: -3.1; DAX1 inh-2: -0.1; ssDAF12 agonist: -1.4; GAA850 FXN act: 1.5; NPR1 activator: -6; PG9 binder: 3.0; ADAM17 inh: -4

Results for CC(C)Oc1ccc(C2CNC(=O)C2)cc1 (stereo not given) ?
hcDAF12 agonist: 0.2; ADAM10 inh: 0; SMARCA2 activ: 0; DAX1 inh-1: 0.8; hgDAF12 agonist: -1.4; DAX1 inh-2: -0.9; ssDAF12 agonist: -1.2; GAA850 FXN act: -0.5; NPR1 activator: -1; PG9 binder: -1.3; ADAM17 inh: 0

How did COc1cccc(C2=NOC(C(=O)Nc3ccccc3SC)C2)c1 (stereo not given) do in these assays?
hcDAF12 agonist: -0.4; ADAM10 inh: 5; SMARCA2 activ: -2; DAX1 inh-1: -0.7; hgDAF12 agonist: 3.1; DAX1 inh-2: -1.2; ssDAF12 agonist: -1.3; GAA850 FXN act: 2.8; NPR1 activator: 4; PG9 binder: -0.6; ADAM17 inh: 1

Results for O=C(CC1CCCC1)N1CCCC(Nc2cccc(F)c2)C1 (stereo not given) ?
hcDAF12 agonist: -1.8; ADAM10 inh: -5; SMARCA2 activ: -1; DAX1 inh-1: -0.8; hgDAF12 agonist: 1.1; DAX1 inh-2: -1.8; ssDAF12 agonist: -0.8; GAA850 FXN act: 0.9; NPR1 activator: -1; PG9 binder: -1.7; ADAM17 inh: 1

Results for CCN(CC)S(=O)(=O)c1cc(C)c(C)cc1OCC(=O)NC1CCCC1 ?
hcDAF12 agonist: -2.7; ADAM10 inh: 1; SMARCA2 activ: -2; DAX1 inh-1: -0.5; hgDAF12 agonist: -0.5; DAX1 inh-2: -1.5; ssDAF12 agonist: -1.5; GAA850 FXN act: 0.7; NPR1 activator: -8; PG9 binder: 0.3; ADAM17 inh: -1

Results for CC(=O)NNC(=S)NC(=O)c1ccc(C)cc1 ?
hcDAF12 agonist: -0.4; ADAM10 inh: -2; SMARCA2 activ: -1; DAX1 inh-1: -0.9; hgDAF12 agonist: 0.2; DAX1 inh-2: 2.2; ssDAF12 agonist: 0.2; GAA850 FXN act: 0.4; NPR1 activator: 2; PG9 binder: 1.0; ADAM17 inh: -5

What do the screens show for `COC(=O)c1ccc(CNC(=O)CNc2cc(C(F)(F)F)ccc2N2CCOCC2)cc1`?
hcDAF12 agonist: -0.3; ADAM10 inh: -9; SMARCA2 activ: 1; DAX1 inh-1: 0.2; hgDAF12 agonist: 2.3; DAX1 inh-2: -0.3; ssDAF12 agonist: -0.9; GAA850 FXN act: 0.9; NPR1 activator: -2; PG9 binder: 0.3; ADAM17 inh: 2

How did O=C(c1ccc([N+](=O)[O-])cc1)N(Cc1ccccc1)c1ccccn1 do in these assays?
hcDAF12 agonist: -2.1; ADAM10 inh: 0; SMARCA2 activ: -2; DAX1 inh-1: 0.7; hgDAF12 agonist: -5.0; DAX1 inh-2: -0.4; ssDAF12 agonist: -1.4; GAA850 FXN act: 2.3; NPR1 activator: -8; PG9 binder: 0.9; ADAM17 inh: -2

How did S=C(Nc1ccc(Cl)cc1Cl)N1CCOCC1 do in these assays?
hcDAF12 agonist: 0.4; ADAM10 inh: -1; SMARCA2 activ: -1; DAX1 inh-1: -0.5; hgDAF12 agonist: 0.2; DAX1 inh-2: 0.5; ssDAF12 agonist: -0.2; GAA850 FXN act: 0.6; NPR1 activator: -4; PG9 binder: 0.9; ADAM17 inh: 2

How did FC(F)(F)c1cnc(N2CCCN(C(=S)Nc3ccccc3)CC2)c(Cl)c1 do in these assays?
hcDAF12 agonist: -3.4; ADAM10 inh: 10; SMARCA2 activ: -9; DAX1 inh-1: -5.7; hgDAF12 agonist: -6.1; DAX1 inh-2: -1.2; ssDAF12 agonist: -2.4; GAA850 FXN act: 6.7; NPR1 activator: 1; PG9 binder: -2.6; ADAM17 inh: 0

How did Cn1c2c(c(=O)c3ccccc31)CCC(C)(C)O2 do in these assays?
hcDAF12 agonist: 1.7; ADAM10 inh: -7; SMARCA2 activ: -2; DAX1 inh-1: 1.8; hgDAF12 agonist: -1.6; DAX1 inh-2: 0.2; ssDAF12 agonist: -0.1; GAA850 FXN act: -1.3; NPR1 activator: 2; PG9 binder: -3.1; ADAM17 inh: -3

How did CC(=O)Nc1ccc(N/C(N)=N/c2nc(C)cc(C)n2)cc1 do in these assays?
hcDAF12 agonist: 2.9; ADAM10 inh: -2; SMARCA2 activ: 1; DAX1 inh-1: -1.1; hgDAF12 agonist: -1.4; DAX1 inh-2: -0.3; ssDAF12 agonist: -0.5; GAA850 FXN act: 0.2; NPR1 activator: 2; PG9 binder: -0.1; ADAM17 inh: 0

What do the screens show for `COc1ccc(N2CCN(C(=O)CSc3nnc(-c4ccc5[nH]c(C)c(C)c5c4)o3)CC2)cc1`?
hcDAF12 agonist: -1.3; ADAM10 inh: -3; SMARCA2 activ: -2; DAX1 inh-1: 1.7; hgDAF12 agonist: 1.9; DAX1 inh-2: -1.8; ssDAF12 agonist: -1.3; GAA850 FXN act: -0.1; NPR1 activator: -29; PG9 binder: 0.7; ADAM17 inh: -1

Results for c1ccc(CN2CCC3(CC2)Nc2ccccc2CO3)cc1 ?
hcDAF12 agonist: 0.1; ADAM10 inh: 3; SMARCA2 activ: -2; DAX1 inh-1: 0.3; hgDAF12 agonist: 0.3; DAX1 inh-2: 0.2; ssDAF12 agonist: -0.5; GAA850 FXN act: 0.1; NPR1 activator: -1; PG9 binder: -2.0; ADAM17 inh: -2

How did CC1=CC(C)(C)N=C(Nc2ccc(C)cc2)S1 do in these assays?
hcDAF12 agonist: 1.8; ADAM10 inh: 11; SMARCA2 activ: 1; DAX1 inh-1: 0.8; hgDAF12 agonist: 3.3; DAX1 inh-2: -0.6; ssDAF12 agonist: -1.2; GAA850 FXN act: 6.3; NPR1 activator: 1; PG9 binder: -2.0; ADAM17 inh: 2

Results for Cc1ccc2nc(NC(=O)CC3Oc4ccccc4NC3=O)sc2c1 (stereo not given) ?
hcDAF12 agonist: 2.1; ADAM10 inh: -3; SMARCA2 activ: -2; DAX1 inh-1: 0.0; hgDAF12 agonist: 0.8; DAX1 inh-2: 0.6; ssDAF12 agonist: -1.3; GAA850 FXN act: 0.5; NPR1 activator: -9; PG9 binder: -1.2; ADAM17 inh: -3

What do the screens show for `CCN(CC)CCNC(=O)C1CCN(S(=O)(=O)c2c(C)noc2/C=C/c2ccccc2F)CC1`?
hcDAF12 agonist: 0.6; ADAM10 inh: -4; SMARCA2 activ: 7; DAX1 inh-1: -0.6; hgDAF12 agonist: -1.1; DAX1 inh-2: -0.1; ssDAF12 agonist: -1.5; GAA850 FXN act: 1.5; NPR1 activator: 3; PG9 binder: -3.0; ADAM17 inh: -3

How did O=C(NCc1ccc2c(c1)OCO2)C(=O)NCC1OCCN1S(=O)(=O)c1ccc(Cl)cc1 (stereo not given) do in these assays?
hcDAF12 agonist: -1.6; ADAM10 inh: -2; SMARCA2 activ: -2; DAX1 inh-1: -0.1; hgDAF12 agonist: -0.6; DAX1 inh-2: -1.0; ssDAF12 agonist: -0.8; GAA850 FXN act: -1.0; NPR1 activator: 1; PG9 binder: 0.8; ADAM17 inh: -3

How did COC(=O)[C@]12C[C@H](CC(=O)N3CCN(C(=O)c4ccco4)CC3)C(=O)N(Cc3cccc4ccccc34)C1=C[C@H](C(C)C)O[C@@H]2C1CC1 do in these assays?
hcDAF12 agonist: -3.1; ADAM10 inh: 6; SMARCA2 activ: -1; hgDAF12 agonist: -2.5; DAX1 inh-2: 0.1; ssDAF12 agonist: -1.5; NPR1 activator: -8; ADAM17 inh: -3

What do the screens show for `CCc1cc(=O)oc2cc(OCC(=O)O)c(Cl)cc12`?
hcDAF12 agonist: 0.3; ADAM10 inh: -132; SMARCA2 activ: 3; DAX1 inh-1: 0.2; hgDAF12 agonist: 0.3; DAX1 inh-2: -0.5; ssDAF12 agonist: -0.6; GAA850 FXN act: 0.6; NPR1 activator: -2; PG9 binder: 3.2; ADAM17 inh: -46

What do the screens show for `CC(C)n1cc(CN2CCC(Oc3ccc(C(=O)N4CCCCC4)cc3)CC2)cn1`?
hcDAF12 agonist: -1.5; ADAM10 inh: -2; SMARCA2 activ: -2; DAX1 inh-1: -0.2; hgDAF12 agonist: 1.0; DAX1 inh-2: -0.6; ssDAF12 agonist: -0.7; GAA850 FXN act: 0.1; NPR1 activator: 0; PG9 binder: -0.9; ADAM17 inh: 2
